# Screens: PubChem BioAssay, NCI
# NCI-60 one-dose screen, 48 h, at 10 µM unless noted. Numbers give growth in % (100 = growth as untreated, 0 = no growth, -100 = all killed).
# SNB-75: SNB-75 CNS cancer | actives 5% (n = 79,000) | AID 1794750
# PC-3: PC-3 prostate cancer cells. actives 3.9% (n = 80,000). AID 1794754
# HCC-2998: HCC-2998 colon cancer | actives 4.7% (n = 79,000) | AID 1794799
# SF-539: SF-539 CNS cancer | actives 6.8% (n = 81,000) | AID 1794752
# SF-295: SF-295 CNS cancer cells | actives 5.6% (n = 79,000)
# SF-268: SF-268 CNS cancer cells. actives 3.1% (n = 82,000). AID 1794759
# U251: U251 CNS tumor cells; actives 5.4% (n = 80,000); AID 1794753
# SNB-19: SNB-19 CNS cancer cells; actives 2.5% (n = 81,000); AID 1794751
# The depositor's hits bear a star; · = not tested or not shown; & = joins results of further samples; [ ] = dose if it differs, or a comment. The calls were made as follows: active = growth percent below 10; inactive = the rest.
[1] CCCn1c(=O)c2[nH]c(-c3ccc(OCc4nc5ccc(C#N)cc5[nH]4)cc3)nc2n(CCC)c1=O
[2] CCn1cc2c(=O)nc3sc(Cc4ccccc4)c(C)n3c2n1
[3] O=C1Nc2ccccc2C1(O)C1(O)C(=O)Nc2ccccc21 (stereo not drawn)
[4] Cc1cc(Nc2nc(-c3cn(-c4ccc(Cl)cc4)nn3)nc3ccccc23)n[nH]1
[5] Clc1nc(Cl)c2c3c(sc2n1)CCCC3
[6] CCCCNc1nc2c([nH]1)c(=O)n(C)c(=O)n2C
[7] CCOC(=O)C1=C(c2ccccc2)N=C2SC=C(c3cccc([N+](=O)[O-])c3)N2C1c1ccc(Cl)cc1 (stereo not drawn)
[8] Cc1ccc(Cl)cc1N1CCN(C(=O)[C@H]2C[C@H]2c2ccc(F)cc2)CC1
entry no.,1,2,3,4,5,6,7,8
SNB-75,85,87,74,24,89,106,93,94
PC-3,55,88,95,60,64,96,95,74
HCC-2998,95,103,104,76,98,111,100,88
SF-539,65,92,95,79,105,102,104,97
SF-295,77,100,102,48,104,102,98,97
SF-268,80,103,98,61,26,102,97,90
U251,71,91,99,·,50,92,90,92
SNB-19,81,92,102,93,·,101,97,86

[9] Cc1ccc(C)c(N=NC(C#N)C#N)c1
[10] COc1ccc(-c2nn(-c3ccccc3)cc2-c2nc3ccccc3o2)cc1
[11] CCOC(=O)c1c(C)oc2cc([N+](=O)[O-])c(O)c([N+](=O)[O-])c12
[12] CCc1nc(C#N)c(N2CCC(c3nc(-c4ccccc4)no3)CC2)o1
[13] O=C1Nc2c3c(nn2N=Nc2ccccc21)CCCCC3
[14] FC(F)(F)c1ccc(-c2nc(-c3nc4ccc(Cl)cc4[nH]3)c3ccccn23)cc1
[15] c1ccc2c3c([nH]c2c1)C1(CCCC1)c1c([nH]c2ccccc12)C31CCCC1
[16] C#Cc1cccc(NC(=O)c2ccc(N=C=S)cc2)c1
entry no.,9,10,11,12,13,14,15,16
SNB-75,110,85,84,·,84,46,69,79[8.25 µM]
PC-3,97,78,96,97,103,76,·,104[8.25 µM]
HCC-2998,99,101,107,98,·,99,107,107[8.25 µM]
SF-539,89,110,110,97,88,106,101,94[8.25 µM]
SF-295,94,111,95,98,104,86,108,104[8.25 µM]
SF-268,106,94,111,96,110,75,87,101[8.25 µM]
U251,103,91,107,101,91,88,100,100[8.25 µM]
SNB-19,99,93,99,94,143,104,100,100[8.25 µM]

[17] NS(=O)(=O)c1ccc(NC(=O)N2CCN(c3ccc(Cl)c(Cl)c3)CC2)cc1
[18] CCCCCN(CCCCC)C(=O)CCl
[19] Cc1nn(-c2ccc(F)cc2)c2ncnc(N)c12
[20] COc1ccc(C(=O)c2c(-c3[nH]c4ccccc4c3C(=O)c3ccc(OC)cc3)[nH]c3ccccc23)cc1
[21] COc1ccc(-c2nn(-c3cccc(NC(=O)Nc4cccc(C(F)(F)F)c4)c3)cc2-c2ccncc2)cc1Cl
[22] CCCCCCOC(=O)c1ccccc1Cl
[23] Nc1cccc(-n2c(COc3ccc(OC(F)(F)F)cc3)nc3ccccc32)c1
[24] O=C(Nc1ccc(OS(=O)(=O)C2CC2)cc1)C12CC3CC(CC(C3)C1)C2
entry no.,17,18,19,20,21,22,23,24
SNB-75,44,103,92,55,21,95,132&83,95
PC-3,59,92,99,79,3.6*,102,91&73,84
HCC-2998,91,101,103,100,31,109,105&119,96
SF-539,85,113,101,72,16,103,98&89,96
SF-295,80,108,104,82,5.1*,97,100&106,88
SF-268,91,99,96,75,24,97,108&101,108
U251,86,95,108,85,-25*,103,99&95,101
SNB-19,84,107,109,83,37,109,104&97,108

# The last 2 entries of the part above are carried over, then new ones follow.
[23] Nc1cccc(-n2c(COc3ccc(OC(F)(F)F)cc3)nc3ccccc32)c1
[24] O=C(Nc1ccc(OS(=O)(=O)C2CC2)cc1)C12CC3CC(CC(C3)C1)C2
[25] COc1nc(N2CCOCC2)nc2cc(NCc3cccnc3)ccc12
[26] C=C(C)[C@@H]1CC[C@]2(C(=O)NCc3ccc(O)c(OC)c3)CC[C@]3(C)C(CCC4[C@@]5(C)CCC(OC(C)=O)C(C)(C)C5CC[C@]43C)C12 (stereo partly drawn)
[27] O=C(O)CNC(=O)CN/C=c1\sc2ncnn2c1=O
[28] COc1ccc(-c2nc(/C=N/Nc3cc(C)nc4ccc(Br)cc34)c(C)o2)cc1
[29] CC(=O)Oc1ccccc1C
[30] Cc1nn2c(/C=C3/C(=O)Nc4cc(Cl)ccc43)c(-c3ccc(F)cc3)nc2s1
[31] O=C1C=CC(=O)N1c1cccc2cccnc12
[32] O=C1c2ccccc2C(=O)N1CNc1ccc(Cl)cn1
entry no.,23,24,25,26,27,28,29,30,31,32
SNB-75,132&83,95,80,60,102,·,98,98,98,149
PC-3,91&73,84,77,42,91,-78*,91,82,90,100
HCC-2998,105&119,96,99,66,92,-67*,121,100,·,100
SF-539,98&89,96,97,43,108,-96*,107,48,96,120
SF-295,100&106,88,92,49,102,-90*,114,·,109,98
SF-268,108&101,108,98,56,98,-73*,115,80,95,103
U251,99&95,101,99,44,104,-86*,103,99,104,105
SNB-19,104&97,108,108,63,106,-84*,106,102,109,105

[33] O=[N+]([O-])c1ccccc1NCCO
[34] Cc1cnc(C(=O)Nc2nc3ccc(S(=O)(=O)Nc4ccc(C5(C(F)(F)F)CC5)cc4)cc3[nH]2)cn1
[35] CC(C)C[C@H](CC(N)=O)CC(=O)N[C@@H](CC(=O)N1CCn2c(nnc2C(F)(F)F)C1)Cc1cc(F)c(F)cc1F
[36] O=C(c1cccs1)c1ccccc1Cc1ccccc1
[37] Cc1c(CO)[n+](=O)c2ccccc2n1[O-]
[38] CCN1C(=O)N(CC)C2Nn3c(s/c(=C4\C(=O)Nc5ccccc54)c3=O)=NC21 (stereo not drawn)
[39] COc1cc2c(cc1N)-c1ccc(N)cc1C2=O
[40] Cc1ccc(Oc2nc3ccccc3cc2-c2nnc(Cc3ccccc3)o2)cc1
entry no.,33,34,35,36,37,38,39,40
SNB-75,·,-8.0*,94,94,100,19,92,51
PC-3,94,18,77,88,100,30,93,72
HCC-2998,106,42,100,114,103,88,103,91
SF-539,107,-1.8*,100,112,98,11,90,78
SF-295,95,21,100,98,96,57,90,99
SF-268,106,47,103,115,108,65,107,79
U251,107,22,97,92,105,43,86,71
SNB-19,98,30,104,90,106,56,77,87

[41] C#CCSc1nc2sc3c(c2c(=O)n1-c1ccc([N+](=O)[O-])cc1)CCCCC3
[42] CC1CCCc2c1nc(NC(=S)NC(=O)c1ccccc1)c(C#N)c2-c1ccc(Cl)cc1 (stereo not drawn)
[43] CN1CCc2cc3c(cc2C(=O)Cc2ccc4c(c2C1)OCO4)OCO3
[44] COc1ccc(OC)c(NCCN2C(=O)c3ccccc3C2=O)c1
[45] N#CC1CCCCCC1
[46] CNCCCNc1nc2ccccc2c2c(=O)c3cc(F)ccc3sc12
[47] O=C(/C=C/C12c3ccccc3C(c3ccccc31)C1C(=O)N(c3ccccc3)C(=O)C12)c1ccccc1 (stereo not drawn)
[48] C=C1CC[C@@H]2[C@](C)(COC(C)=O)[C@H](OC(C)=O)CC[C@@]2(C)[C@@H]1CC(Nc1ccc(S(=O)(=O)Nc2cc(C)on2)cc1)C1=CCOC1=O (stereo partly drawn)
entry no.,41,42,43,44,45,46,47,48
SNB-75,94,84,83,104,103,59,34,59
PC-3,74,80,95,107,94,40,21,71
HCC-2998,110,109,98,109,108,-88*,-65*,68
SF-539,104,99,98,97,98,1.0*,-3.3*,6.3*
SF-295,89,83,88,99,87,82,-3.2*,100
SF-268,90,98,83,98,111,51,36,67
U251,94,81,98,99,97,3.0*,8.0*,30
SNB-19,95,86,115,97,105,65,31,·

[49] CCSCC1CC(O)(c2ccccc2)CC(c2ccc(Cl)cc2)O1 (stereo not drawn)
[50] CC(C)(C)n1cc(-c2ccnc(NCCCNS(=O)(=O)c3cccc4ccccc34)c2)c(-c2ccccc2)n1
[51] Oc1c2c(n3cccc13)=c1c(Cl)cccc1=N2
[52] CSc1nc2ccccc2[nH]1
[53] COC(=O)[C@H]1CCCN1C(=O)C1CCCN1C(=O)[C@@H](Cc1ccccc1)NC(=S)Nc1cc(C(F)(F)F)cc(C(F)(F)F)c1 (stereo partly drawn)
[54] O=C(Cn1ccnc1)Nc1ccccn1
[55] COc1ccc(Cc2nn(CC(=O)N/N=C/c3ccccc3)c(=O)c3c(C)noc23)cc1
[56] N=C(N)c1ccc(-c2ccc(-c3ccc(C(=N)N)c(F)c3)s2)s1
entry no.,49,50,51,52,53,54,55,56
SNB-75,76,71,104,78,73&85,93,124,80
PC-3,65,27,104,97,53&101,96,106,82
HCC-2998,93,59,109,115,112&108,101,106,97
SF-539,90,71,112,100,96&102,101,81,74
SF-295,89,55,119,125,89,102,102,87
SF-268,86,87,120,98,87&105,108,92,89
U251,86,62,102,96,77&99,95,97,86
SNB-19,72,82,93,98,87&92,103,93,98

[57] c1ccc(C(CN2CCCCC2)Oc2ccccn2)cc1 (stereo not drawn)
[58] COc1ccc(C(=O)/C=C/c2ccc(N3CCCCC3)cc2)cc1OC
[59] O=C1/C(=C2\CCc3ccccc32)Cc2ccccc21
[60] COc1ccc(-n2nc(C(=O)Nc3ccc(CC(=O)O)cc3)nc2-c2ccccc2)c(OC)c1OC
[61] O=P(Cc1cccc2ccccc12)(c1ccccc1)c1ccccc1
[62] CC1[C@H]2[C@H](C[C@H]3[C@@H]4CC=C5c6sc(Nc7ccc(F)cn7)nc6CC[C@]5(C)[C@H]4CC[C@@]32C)O[C@]12CC[C@@H](C)CO2 (stereo partly drawn)
[63] CN1C2C=CC(=O)C1C1C(=O)N(c3ccccc3)C(=O)C12 (stereo not drawn)
[64] N/C(=N\N=C\c1cc2ccccc2[nH]1)N/N=C/c1cc2ccccc2[nH]1
entry no.,57,58,59,60,61,62,63,64
SNB-75,88,84,85,92,95&98,97,93,86
PC-3,99,81,88,79,82&98,73,55,89
HCC-2998,94,107,·,100,96&98,101,113,100
SF-539,109,98,94,98,104&104,107,66,104
SF-295,·,95,100,102,85&103,112,99,111
SF-268,116,95,95,92,96&106,98,74,103
U251,97,96,93,105,97&99,91,62,101
SNB-19,107,91,88,106,103&101,98,96,98

[65] COc1cc(O)c(/C=N/N2C(=O)CSC2=S)c(OC)c1
[66] Cc1ccc(C(O)(CNCc2ccccc2)c2ccccc2)cc1 (stereo not drawn)
[67] Clc1ccc(-c2nnc(CCc3nc(-c4ccc(Br)cc4)no3)o2)c(Cl)c1
[68] COC(=O)C(Cc1cccc(-c2ccc(Cl)nc2)c1)NC(=O)OCc1ccccc1 (stereo not drawn)
[69] CC(=O)c1sc2c(c1C)c(=O)nc1c(-c3nc(-c4ccccc4)cs3)n[nH]n12
[70] COc1ccc(C(=O)COc2cccc(/C=C3\Oc4ccccc4C3=O)c2)cc1
[71] O=C1c2cccc3c(N4CCOCC4)ccc(c23)C(=O)N1c1nc2ccccc2s1
[72] O=c1[nH]c(=S)[nH]c(=O)n1-c1ccc2c(c1)OCO2
entry no.,65,66,67,68,69,70,71,72
SNB-75,96,91,101,82,104,101,89,100
PC-3,91,58,102,82,89,101,91,97
HCC-2998,91,94,113,113,105,95,99,114
SF-539,108,108,103,96,96,100,104,104
SF-295,101,104,101,104,96,51,95,126
SF-268,94,99,101,94,97,112,99,105
U251,·,88,107,91,100,98,104,95
SNB-19,100,95,102,101,103,98,95,107

# Structures listed so far that contain an aryl methoxy group, in the order listed:
[10] COc1ccc(-c2nn(-c3ccccc3)cc2-c2nc3ccccc3o2)cc1
[20] COc1ccc(C(=O)c2c(-c3[nH]c4ccccc4c3C(=O)c3ccc(OC)cc3)[nH]c3ccccc23)cc1
[21] COc1ccc(-c2nn(-c3cccc(NC(=O)Nc4cccc(C(F)(F)F)c4)c3)cc2-c2ccncc2)cc1Cl
[25] COc1nc(N2CCOCC2)nc2cc(NCc3cccnc3)ccc12
[26] C=C(C)[C@@H]1CC[C@]2(C(=O)NCc3ccc(O)c(OC)c3)CC[C@]3(C)C(CCC4[C@@]5(C)CCC(OC(C)=O)C(C)(C)C5CC[C@]43C)C12 (stereo partly drawn)
[28] COc1ccc(-c2nc(/C=N/Nc3cc(C)nc4ccc(Br)cc34)c(C)o2)cc1
[39] COc1cc2c(cc1N)-c1ccc(N)cc1C2=O
[44] COc1ccc(OC)c(NCCN2C(=O)c3ccccc3C2=O)c1
[55] COc1ccc(Cc2nn(CC(=O)N/N=C/c3ccccc3)c(=O)c3c(C)noc23)cc1
[58] COc1ccc(C(=O)/C=C/c2ccc(N3CCCCC3)cc2)cc1OC
entry no.,10,20,21,25,26,28,39,44,55,58
SNB-75,85,55,21,80,60,·,92,104,124,84
PC-3,78,79,3.6*,77,42,-78*,93,107,106,81
HCC-2998,101,100,31,99,66,-67*,103,109,106,107
SF-539,110,72,16,97,43,-96*,90,97,81,98
SF-295,111,82,5.1*,92,49,-90*,90,99,102,95
SF-268,94,75,24,98,56,-73*,107,98,92,95
U251,91,85,-25*,99,44,-86*,86,99,97,96
SNB-19,93,83,37,108,63,-84*,77,97,93,91

[60] COc1ccc(-n2nc(C(=O)Nc3ccc(CC(=O)O)cc3)nc2-c2ccccc2)c(OC)c1OC
[65] COc1cc(O)c(/C=N/N2C(=O)CSC2=S)c(OC)c1
[70] COc1ccc(C(=O)COc2cccc(/C=C3\Oc4ccccc4C3=O)c2)cc1
entry no.,60,65,70
SNB-75,92,96,101
PC-3,79,91,101
HCC-2998,100,91,95
SF-539,98,108,100
SF-295,102,101,51
SF-268,92,94,112
U251,105,·,98
SNB-19,106,100,98
